JMJD2A Tudor inh: qHTS Assay for Inhibitors of JMJD2A-Tudor Domain; Lysine-specific demethylase 4A (Homo sapiens), O75164; AlphaScreen JMJD2A-Tudor / H3K4me3 peptide binding; Potency, µM (top dose mostly 114 µM), for the others: at the top dose activity change, negative = inhibition, most hits filed as inhibitors; hit rate 4.4% among 390,000; AID 504339, 2011; further: on the % scale 0 is the no-effect control and ±100 the full control effect; nearly all actives have a fitted effect of over 50% in size
ERG-DNA inh: qHTS for Small Molecule Inhibitors of the ERG Ets/DNA interaction | fluorescence polarization, His-ERG Ets domain / labelled DNA | hit rate 0.028% among 370,000 | Transcriptional regulator ERG (Homo sapiens), P11308 | Potency, µM (doses to about 76.9 µM), for the others: at the top dose FP activity, negative = inhibition, usual class: inhibitors | AID 624246, 2012; active means well fitted inhibition curve with a large enough effect in the polarisation, with a control signal flat; inconclusive means small, poorly fitted or top-dose-only effect, or effect the other way, or a change in a side signal; inactive means no such curve, though single readings can be large or run the other way; the % refers to the polarisation;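 further: polarization taken with two DNA probes labelled with fluorescein and Texas red; % of control where 0% means no effect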
Target sequence (P11308 whole entry, looked up, the tested form may be a part): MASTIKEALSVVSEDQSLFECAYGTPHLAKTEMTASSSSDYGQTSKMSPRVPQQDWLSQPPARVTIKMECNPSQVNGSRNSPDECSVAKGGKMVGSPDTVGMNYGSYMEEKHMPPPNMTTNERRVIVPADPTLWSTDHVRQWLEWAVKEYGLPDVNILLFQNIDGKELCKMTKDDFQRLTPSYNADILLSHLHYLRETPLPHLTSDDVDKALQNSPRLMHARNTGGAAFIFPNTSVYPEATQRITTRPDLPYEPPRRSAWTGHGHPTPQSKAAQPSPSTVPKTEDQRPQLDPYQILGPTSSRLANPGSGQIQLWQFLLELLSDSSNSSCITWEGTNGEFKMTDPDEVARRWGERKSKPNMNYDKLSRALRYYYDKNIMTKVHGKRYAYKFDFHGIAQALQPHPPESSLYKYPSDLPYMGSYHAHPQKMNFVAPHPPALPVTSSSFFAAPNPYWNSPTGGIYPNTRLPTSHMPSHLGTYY
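His-tagged ERG Ets domain (1 uM in the protein solution; 300mM KCl, 50mM Tris-HCl, 1mM EDTA, 1mM DTT, pH 7.5) received compound, then a probe mix of 5 nM fluorescein-DNA and 100nM Texas-615-DNA. Fluorescence polarization was read for both dyes.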
RGS4 inhibitor: Inhibitors of Regulator of G Protein Signaling (RGS) 4: qHTS | Regulator of G-protein signaling 4 (Homo sapiens), P49798 | Transcreener GDP fluorescence polarization, RGS4-accelerated GTP hydrolysis | Potency, µM (top dose mostly 114 µM), without a hit: top-dose activity change, negative = inhibition, most hits filed as inhibitors | hit rate 0.039% among 390,000; further: on the % scale 0 is the no-effect control and ±100 the full control effect; nearly all actives have a fitted effect of over 75% in size; some results filed as inactive show a strong effect at the top dose
Target sequence (P49798 whole entry, looked up): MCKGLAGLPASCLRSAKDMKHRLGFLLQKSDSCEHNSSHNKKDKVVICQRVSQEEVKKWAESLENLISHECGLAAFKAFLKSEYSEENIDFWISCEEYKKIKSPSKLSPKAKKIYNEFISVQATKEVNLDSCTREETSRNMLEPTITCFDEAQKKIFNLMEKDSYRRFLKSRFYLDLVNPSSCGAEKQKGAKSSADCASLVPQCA
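MLSMR compounds (23 nl, pin-transferred) preincubated 10 min at room temperature with a 500nM (2x) first reagent, then RGS4 at 900nM (2x) plus Transcreener GDP mix added; fluorescence polarization (620/688 nm) read before and after 90 min at 30 °C.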
12-LOX inh: Primary qHTS assay for inhibitors of human arachidonate 12S-lipoxygenase (ALOX12): Round 2; purified 12hLO, xylenol orange hydroperoxide absorbance; Potency, µM (highest dose often 108 µM), for the others: at the highest dose activity change, negative = inhibition, actives largely listed as inhibitors; hit rate 1.1% among 580,000; AID 1671190, 2021; further: on the % scale 0 is the no-effect control and ±100 the full control effect
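Purified human 12hLO (150 nM final) in 25 mM Hepes, 0.01% Triton X-100, pH 7.0 was preincubated 15 min at room temperature with compound. Then 40 uM arachidonic acid was added, 30 min. Hydroperoxide was read by Fe-XO absorbance ratio 573/405 nm.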
Tb PGK inh: qHTS Assay to Find Inhibitors of Phosphoglycerate Kinase; Phosphoglycerate kinase, glycosomal (Trypanosoma brucei brucei), P07378; hit rate 0.043% among 380,000; Potency, µM (titrated, usually from 57.5 µM), without a hit: at the top dose activity change, negative = inhibition, actives largely listed as inhibitors; PGK/GAPDH coupled, Kinase-Glo luminescence, 60 min; further: on the % scale 0 is the no-effect control and ±100 the full control effect; nearly all actives have a fitted effect of over 60% in size
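Recombinant glycosomal PGK reaction used 1,3-bisphosphoglycerate generated in-well by GAPDH (100nM final) in 100mM TEA pH 7.6, 5mM MgCl2, 0.01% Tween-20. After 60 minutes at room temperature, ATP was read by Kinase-Glo Plus luminescence end-point.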
HP1b chromo inh: HTS for Inhibitors of HP1-beta Chromodomain Interactions with Methylated Histone Tails. Chromobox protein homolog 1 (Homo sapiens), P83916. AlphaScreen HP1-beta / biotin-H3K9me3 peptide binding. Potency, µM (top dose mostly 114 µM), for inactives: at the highest dose activity change, negative = inhibition, hits mostly inhibitors. hit rate 0.56% among 390,000. AID 540317, 2011; further: nearly all actives have a fitted effect of over 70% in size; inactives centre near 23
Target sequence (P83916 whole entry, looked up): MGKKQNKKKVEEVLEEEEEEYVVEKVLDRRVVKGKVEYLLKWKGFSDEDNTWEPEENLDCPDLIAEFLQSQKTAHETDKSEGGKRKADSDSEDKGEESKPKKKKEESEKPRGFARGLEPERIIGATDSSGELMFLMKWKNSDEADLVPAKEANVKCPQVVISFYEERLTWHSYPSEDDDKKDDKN
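AlphaScreen: HP1-beta (50 nM) preformed 30 min with biotin-H3(1-18)K9me3 peptide (50 nM) in PBS pH 7.4, 0.01% Tween-20. Compound added for 30 min at RT, then streptavidin donor/nickel chelate acceptor beads (10 ug/mL) for 30 min.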
GLS inh: qHTS for Inhibitors of Glutaminase (GLS) | hit rate 0.21% among 410,000 | Potency, µM (series often up to 45.5 µM), inactives show top-dose activity change, negative = inhibition, hits mostly inhibitors | GLS enzymatic activity, qHTS titration; further: on the % scale 0 is the no-effect control and ±100 the full control effect
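hKGA in 45 mM KH2PO4 pH 8.2, 0.02% Tween-20 with pin-transferred compounds; 1 mM L-glutamine (stock) plus glutamate oxidase/HRP/Amplex Red coupling added. Fluorescence read initially and after 30 min at RT.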
Pin1 inh: qHTS Assay to Find Inhibitors of Pin1; Pin1 FP peptide displacement, HiFluor488, 10 min; Potency, µM (titrated, usually from 115 µM), for the others: at the top dose activity, negative = inhibition, hits mostly inhibitors; hit rate 0.009% among 390,000; AID 504891, 2011; active means well fitted inhibition curve with a large enough effect in the polarisation, with a control signal flat, not every such curve was filed as active; inconclusive means small, poorly fitted or top-dose-only effect, or effect the other way, or a change in a side signal; inactive means no such curve, though single readings can be large or run the other way; the % refers to the polarisation; further: on the % scale 0 is the no-effect control and ±100 the full control effect
Target sequence (Q13526 whole entry, looked up): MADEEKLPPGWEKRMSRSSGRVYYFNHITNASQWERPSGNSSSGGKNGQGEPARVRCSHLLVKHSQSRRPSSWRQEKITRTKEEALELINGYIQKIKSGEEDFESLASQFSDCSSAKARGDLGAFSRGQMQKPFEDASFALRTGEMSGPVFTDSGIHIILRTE
rTrxR1 inhibitor: qHTS Assay for Inhibitors of Mammalian Selenoprotein Thioredoxin Reductase 1 (TrxR1): qHTS | Potency, µM (top dose mostly 114 µM), inactives show at the highest dose activity change, negative = inhibition, actives largely listed as inhibitors | Thioredoxin reductase 1, cytoplasmic (Rattus norvegicus), O89049 | recombinant rTrxR1, NADPH fluorescence consumption, selenite substrate | hit rate 1% among 390,000; further: on the % scale 0 is the no-effect control and ±100 the full control effect; nearly all actives have a fitted effect of over 65% in size
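Rat TrxR1 (90 nM in the dispensed reagent) was pre-reduced with 400 uM NADPH for 5 min at room temperature, then incubated with compound for 15 min. After 400 uM selenite was added, NADPH fluorescence (Ex 340/Em 450 nm) was followed for 8 min.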
The depositor's hits bear a star; i = inactive; ? = inconclusive; nt = no result given; [ ] = dose if it differs, or a comment. Unless noted, the call rests on the fitted dose curve; in most records, active means well fitted curve in the direction sought with a large enough effect; inconclusive means small, poorly fitted or top-dose-only effect, or another doubt; inactive means no such curve, though single readings can be large; an effect the other way counts as inactive or inconclusive. Potency means the concentration at half of the fitted maximal effect. Some of the compounds tested; rates above refer to the full screens.

SMILES | JMJD2A Tudor inh | ERG-DNA inh | RGS4 inhibitor | 12-LOX inh | Tb PGK inh | HP1b chromo inh | GLS inh | Pin1 inh | rTrxR1 inhibitor
COC(=O)N/N=C/c1ccc(-c2ccccc2Cl)o1 | -9% | 2% | -3% | ? | -1% | 19% | -10% | 9% | 11%[57.1 µM]
CC(=O)C1(O)C(C)CC2C3CC=C4CC(O)CCC4(C)C3CCC21C (stereo unspecified) | 6% | 11% | 11% | -19% | -5% | 17%[57 µM] | 0% | 1% | 11%[2.29 µM]
COc1ccc([N+](=O)[O-])cc1NC(=O)CSc1ccc2ccccc2c1 | -17% | 3% | -14% | ? | -9% | -5% | 13% | 7% | 13%[57.1 µM]
COc1ccc(S(=O)(=O)c2snnc2C)cc1 | -8% | 7% | -29% | -2% | nt | 53%[activator] | 5% | -2% | 17%
CCOC(=O)c1c(NC(=O)C2C3C=CC(CC3)C2C(=O)O)sc(C)c1CC (stereo unspecified) | -32% | -1% | 4% | -10% | 4% | 2% | 29% | -9% | -7%
C#CCn1cccc(C(=O)Nc2ccc(OC)cc2)c1=O | -8% | -17% | 14% | 1% | -1% | 26% | -11% | 0% | 14%
COc1ccccc1-c1cc(C(F)(F)F)nc(S(=O)(=O)CCCC(=O)N2CCCCC2C)n1 (stereo unspecified) | -10% | -16% | ? | 0% | -7% | 73% | -1% | 3% | -75%[57.1 µM]
Cc1ccc(N2CCN(C(=O)C3CCC(=O)N(Cc4ccc(Cl)cc4)C3)CC2)c(C)c1 (stereo unspecified) | -30% | 14% | -11% | ? | 10% | 3% | 14% | -13% | -14%
Fc1ccc(CNc2cc(-c3ccccc3)nc3nncn23)cc1 | -1% | -3% | -5% | -3% | 5% | 54%[activator] | -10% | -2% | 11%
COc1ccc(S(=O)(=O)N2CCN(C(=O)COc3ccc(C)c(C)c3)CC2)cc1OC | -18% | 14% | 22% | -18% | -1% | 11% | 6% | -2% | -6%
Cc1nn(C)cc1S(=O)(=O)N1CCN(c2cccc(Cl)c2)CC1 | -8% | -3% | -17% | 29% | -3% | 24% | 3% | 3% | 15%
O=C(NC1CCCC1)C(c1ccncc1)N(Cc1ccccc1)C(=O)Cc1cccs1 (stereo unspecified) | -13% | -9% | 11% | ? | nt | 14% | 2% | -2% | 18%
Nc1ccccc1C(=O)NCc1ccc(Cl)cc1 | -7% | -1% | -2% | 1% | i | 22% | 23% | 2% | 15%
COc1ccc(CNC(=O)C2CCN(S(=O)(=O)c3c(C)noc3/C=C/N(C)C)CC2)cc1 | -26% | 6% | 6% | nt | -6% | 13% | 9% | 49%[activator] | -11%
COc1ccccc1NC(=S)Nc1cccc(F)c1 | -11% | 2% | -10% | 250%[activator] | -9% | 21% | 13% | -8% | 3%
CCc1ccc(OCC(=O)N(C)CCC#N)c(Br)c1 | 0% | -1% | 13% | -5% | -2% | 10% | 0% | -3% | 10%
COC(=O)c1cn(N(C)c2ncc(C(F)(F)F)cc2Cl)c(=O)c2ccccc12 | 5% | -9% | 4% | 9% | 1% | 17% | 3% | ? | -1%
COc1ccccc1CNC(=O)CCc1c(C)nn(-c2ccc(N3CCCCC3)nn2)c1C | -16% | -2% | -7% | -1% | 0% | 55%[activator] | 2% | 0% | 30%[57.1 µM]
Cc1ccc2[nH]cc(C(=O)CN3CCN(c4ccccn4)CC3)c2c1 | -6% | -6% | -7% | -7% | i | 18% | 1% | -4% | -10%
CC12C=CC(=O)C=C1C(F)CC1C3CCC(O)(C(=O)CO)C3(C)CC(O)C12F (stereo unspecified) | -8% | nt | 3% | -13% | -1% | 30% | 3% | 3% | -11%
C=CCn1c(CCc2ccccc2)nnc1SCC(=O)OC | -12% | -9% | 33% | -6% | 2% | 27% | -3% | 2% | 30%
COc1ccc(-c2csc3ncnc(N4CCN(c5cccc(C)c5C)CC4)c23)cc1 | -13% | 10% | 14% | 0% | 2% | 23% | 7% | 3% | -10%
CC(=O)c1c(C(C)=O)c(C)n(-c2nc(-c3ccc(Br)cc3)c(C)s2)c1C | ? | 3% | 19% | -10% | 7% | ? | 10% | 8% | -6%
COc1ccc([N+](=O)[O-])cc1NC(=O)COC(=O)/C=C/c1ccco1 | -11% | -6% | -13% | -24% | -3% | 39% | -2% | -1% | 4%
c1ccc(C2CSc3ccccc3N2)cc1 (stereo unspecified) | ? | 4% | ? | -3% | 2% | -12% | 14% | 7% | 9%[57.1 µM]

One compound at a time, as listed above:
Entry for CC(=O)c1c(C(C)=O)c(C)n(-c2nc(-c3ccc(Br)cc3)c(C)s2)c1C → JMJD2A Tudor inh = ?; ERG-DNA inh = 3%; RGS4 inhibitor = 19%; 12-LOX inh = -10%; Tb PGK inh = 7%; HP1b chromo inh = ?; GLS inh = 10%; Pin1 inh = 8%; rTrxR1 inhibitor = -6%
Entry for COc1ccc(CNC(=O)C2CCN(S(=O)(=O)c3c(C)noc3/C=C/N(C)C)CC2)cc1 → JMJD2A Tudor inh = -26%; ERG-DNA inh = 6%; RGS4 inhibitor = 6%; 12-LOX inh = nt; Tb PGK inh = -6%; HP1b chromo inh = 13%; GLS inh = 9%; Pin1 inh = 49%[activator]; rTrxR1 inhibitor = -11%

3 compounds already listed, ordered by the value under Pin1 inh, ascending:
| SMILES | Pin1 inh |
| --- | --- |
| Cc1ccc(N2CCN(C(=O)C3CCC(=O)N(Cc4ccc(Cl)cc4)C3)CC2)c(C)c1 (stereo unspecified) | -13% |
| COc1ccc(S(=O)(=O)c2snnc2C)cc1 | -2% |
| c1ccc(C2CSc3ccccc3N2)cc1 (stereo unspecified) | 7% |

(continued)
SMILES | JMJD2A Tudor inh | ERG-DNA inh | RGS4 inhibitor | 12-LOX inh | Tb PGK inh | HP1b chromo inh | GLS inh | Pin1 inh | rTrxR1 inhibitor
Cc1ccc(S(=O)(=O)N2[C@@H](c3ccc(Cl)cc3)C(C(=O)O)=C[C@H]2CC2CCCC2)cc1 | -12% | 7% | 2% | ? | 3% | 19% | -11% | ? | 13%
CCC(C)[C@H](NC(=O)NCc1ccc(F)cc1)C(=O)O (stereo partly specified) | 4% | -12% | 0% | 6% | -8% | 17%[57 µM] | -4% | -3% | 15%
CC(NS(=O)(=O)c1ccc(Br)cc1)C(=O)NCc1ccco1 (stereo unspecified) | -6% | 7% | 0% | -14% | -2% | 5% | 3% | 0% | 16%
CCCC(=O)Nc1nc2ccc(C(=O)OCC)cc2s1 | -6% | 3% | -4% | 0% | -1% | 6% | -3% | 8% | 7%
CCOc1ccc2c(=O)c(-c3ccc4c(c3)OCCCO4)c(C)oc2c1 | -13% | -6% | 1% | -3% | i | 19% | 7% | 1% | -13%
CC1Cc2ccccc2N1C(=O)Cn1nc(C(=O)O)c2ccccc2c1=O (stereo unspecified) | -32% | 2% | -5% | i | -3% | 6% | 1% | 7% | -8%
COc1ccc(-c2nn(-c3ccccc3)cc2/C=N/N2C(=O)CSC2=S)cc1 | -28% | 37%[activator] | -17% | ? | 19% | -16% | 20% | -1% | -4%
Cc1cccc(NC(=O)COC(=O)c2ccc(S(=O)(=O)N3CCCCCC3)cc2)c1 | -16% | 0% | 2% | -12% | -10% | 2% | 2% | -6% | -9%
O=C(NCC1CCCO1)c1cc(S(=O)(=O)N2CCCCC2)ccc1Cl (stereo unspecified) | -8% | 7% | 22% | -15% | 6% | 35% | 1% | -3% | 6%
O=C(NC(Cc1ccccc1)C(=O)N1CCCC1C(=O)O)c1ccccc1 (stereo unspecified) | 2% | 9% | -1% | 190%[activator] | i | 32% | 7% | -18% | -3%
Cc1ccc(-c2nc3c4ccccc4n(CC(=O)NCc4ccc(F)cc4)c(=O)n3n2)cc1 | -14% | 1% | -8% | -8% | i | 59%[activator] | -3% | 1% | 26%[57.1 µM]
CCCCC(Sc1ccc2nnc(-c3ccccn3)n2n1)C(=O)O (stereo unspecified) | ? | nt | 4% | nt | nt | -5%[57 µM] | nt | 0% | 21%[0.0914 µM]
COc1cccc(/C=C(\C#N)C(=O)NC2CCS(=O)(=O)C2)c1 (stereo unspecified) | -6% | 8% | -19% | -20% | i | 35% | -14% | ? | -30%

Individual results from the results shown:
For RGS4 inhibitor, CC1Cc2ccccc2N1C(=O)Cn1nc(C(=O)O)c2ccccc2c1=O (stereo unspecified) shows -5%
For 12-LOX inh, CCOc1ccc2c(=O)c(-c3ccc4c(c3)OCCCO4)c(C)oc2c1 shows -3%

High-throughput results (PubChem BioAssay)
